# proKLK7 act = proKLK7 zymogen activators, primary screen, biochemical, fluorescence intensity; Kallikrein-7 (Homo sapiens), P49862; purified proKLK7, EDANS-DABCYL substrate fluorescence; 100% is mature enzyme control, 0% vehicle; activation, % at 7 µM; 370,000 tested, 0.9% active; AID 652039, 2013;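 active = activation above the mean of all tested compounds plus 3 SD, computed per campaign excluding outliers beyond control limits, cut at about 13% in these data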
# Target sequence (P49862 whole entry, looked up): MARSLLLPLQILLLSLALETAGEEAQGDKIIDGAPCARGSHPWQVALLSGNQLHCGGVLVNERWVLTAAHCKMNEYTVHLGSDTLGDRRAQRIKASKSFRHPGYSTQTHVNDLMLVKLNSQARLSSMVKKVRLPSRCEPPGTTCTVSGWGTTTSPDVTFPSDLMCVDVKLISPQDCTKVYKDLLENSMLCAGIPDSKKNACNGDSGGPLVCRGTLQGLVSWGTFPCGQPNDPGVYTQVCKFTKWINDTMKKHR
# UHRF1 MBD2 ctr = UHRF1 methylated DNA binding inhibitors, primary screen, counter-screen for MBD2 inhibitor project, biochemical, TR-FRET, human UHRF1, single concentration | UHRF1 binding to methylated oligo | inhibition, % at 4.4 µM | E3 ubiquitin-protein ligase UHRF1 (Homo sapiens), Q96T88 | 370,000 tested, 0.75% active; in the data active = inhibition above about 21%;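 also: UHRF1 SRA domain binding a hemimethylated CpG hairpin DNA probe; 0% = median of test compound wells and 100% = reference inhibitor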
# DDE Tn7 FP inh = inhibitors of Tn7 peptide binding to fibrin DD(E), primary screen, biochemical, fluorescence polarization, human fibrin, Tn7 probe; FP displacement of FITC-Tn7 peptide from fibrin DD(E); 0% = median of compound wells per plate; inhibition, % at 8.3 µM; AID 720508, 2013; Fibrinogen beta chain (Homo sapiens), P02675; 370,000 tested, 0.13% active;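 active = inhibition above the mean of compounds falling within the control limits plus 3 SD of them, cut at about 14% in these data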;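 also: 0% = plate median of compound wells and 100% = 10 µM Aha-Tn7 peptide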
#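 Test system – human fibrin DD(E) · Times – 10 min preincubation, 3 h with tracer, room temperature · Detection – fluorescence polarization of the labelled Tn7 tracer · Measure – percent inhibition normalized to high-control wells · Benchmarks – high control wells with 10 µM unlabelled Aha-Tn7 peptide (full inhibition) · Repeats – singlicate testing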
# PLCg1 inh = PLC-gamma1 enzyme inhibitors, primary screen, biochemical, fluorescence, purified enzyme; 1-phosphatidylinositol 4,5-bisphosphate phosphodiesterase gamma-1 (Homo sapiens), P19174; fluorogenic substrate; inhibition, % at 12.2 µM; 370,000 tested, 0.84% active; in the data active = inhibition above about 9.5%
# ARFGAP1 inh = inhibitors of rat ARFGAP1 GAP activity, primary screen, biochemical, fluorescence polarization, GDP tracer | 360,000 tested, 0.26% active | Arfgap1-stimulated ARF1 GTP hydrolysis, GDP FP detection | inhibition, % at 16.5 µM;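 active = inhibition above a per-plate limit, mean inhibition of low control wells plus 3 SD, cut at about 25% in these data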;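 also: 0% = DMSO wells with enzyme and 100% = wells lacking Arfgap1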
# Target sequence (Q62848 1-136 limits assumed): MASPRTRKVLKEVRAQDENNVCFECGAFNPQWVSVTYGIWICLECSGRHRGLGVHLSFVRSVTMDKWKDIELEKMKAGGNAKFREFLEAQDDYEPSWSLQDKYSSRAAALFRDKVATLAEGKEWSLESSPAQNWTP
#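 Material: truncated rat Arfgap1 GAP domain; Incubation: compound-enzyme preincubation 20 min, reaction 120 min, detection 60 min, 25 °C; Read-out: percent inhibition of Arfgap1-stimulated GTP hydrolysis; Technique: FP, GDP Alexa 633 tracer displaced from anti-GDP antibody, 620/688 nm; Controls: No-Arfgap1 wells (100%) versus DMSO full-reaction wells (0%); Replication: single well per compound.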
# PLCb3 inh = human PLC-beta3 inhibitors, primary screen, biochemical, fluorescence; inhibition, % at 12.2 µM; Purified PLC-beta3, fluorogenic substrate; 1-phosphatidylinositol 4,5-bisphosphate phosphodiesterase beta-3 (Homo sapiens), Q01970; 370,000 tested, 0.18% active; AID 720704, 2013; in the data active = inhibition above about 11%;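 also: 0% = median of compound wells on plate and 100% = full blocker control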
# ASAP1 inh = inhibitors of human ASAP1 ArfGAP activity, primary screen, biochemical, fluorescence polarization | inhibition, % at 16.5 µM | Arf-GAP with SH3 domain, ANK repeat and PH domain-containing protein 1 (Homo sapiens), … | ASAP1-stimulated ARF1 GTP hydrolysis, GDP FP detection | 360,000 tested, 0.19% active; in the data active = inhibition above about 25%;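 also: 0% = vehicle with enzyme and substrate and 100% = no enzyme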
# DDE Tn6 FP inh = inhibitors of Tn6 peptide binding to fibrin DD(E), primary screen, biochemical, fluorescence polarization, human fibrin, Tn6 probe | inhibition, % at 8.3 µM | Fibrin DD(E) TRITC-Tn6 fluorescence polarization displacement | 370,000 tested, 0.21% active | Fibrinogen beta chain (Homo sapiens), P02675 | AID 720509, 2013;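 active = inhibition above a per-campaign cutoff: mean of compounds within control limits plus 3 SD, cut at about 15% in these data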;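 also: 0% = median of all compound wells on the plate and 100% = blocking peptide control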
# NR1D1 modulator = modulators of Rev-erb alpha DNA binding, primary screen, biochemical, FITC-DNA, fluorescence polarization, uHTS | 370,000 tested, 0.79% active | Rev-erbα–FITC-DNA binding, 90 min | activity, % at 10 µM;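 active = activity above about 14%, limit read from the data; passing the limit was not always enough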;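 also: 0% = DMSO wells with 35 nM protein and 100% = DMSO wells with 750 nM protein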
# HGIII-sPLA2 inh = human group III sPLA2 inhibitors, primary screen, biochemical, QFRET, BODIPY PC-A2 liposome substrate; 370,000 tested, 0.56% active; QFRET BODIPY PC-A2 liposome hydrolysis, fluorescence; Group 3 secretory phospholipase A2 (Homo sapiens), Q9NZ20; inhibition, % at 12.2 µM; AID 743126, 2013;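 active = inhibition above mean plus 3 SD of compounds lying within the high and low control bounds, cut at about 19% in these data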;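 also: 0% = median of test compound wells and 100% = no enzyme DMSO wells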
# Target sequence (Q9NZ20 whole entry, looked up): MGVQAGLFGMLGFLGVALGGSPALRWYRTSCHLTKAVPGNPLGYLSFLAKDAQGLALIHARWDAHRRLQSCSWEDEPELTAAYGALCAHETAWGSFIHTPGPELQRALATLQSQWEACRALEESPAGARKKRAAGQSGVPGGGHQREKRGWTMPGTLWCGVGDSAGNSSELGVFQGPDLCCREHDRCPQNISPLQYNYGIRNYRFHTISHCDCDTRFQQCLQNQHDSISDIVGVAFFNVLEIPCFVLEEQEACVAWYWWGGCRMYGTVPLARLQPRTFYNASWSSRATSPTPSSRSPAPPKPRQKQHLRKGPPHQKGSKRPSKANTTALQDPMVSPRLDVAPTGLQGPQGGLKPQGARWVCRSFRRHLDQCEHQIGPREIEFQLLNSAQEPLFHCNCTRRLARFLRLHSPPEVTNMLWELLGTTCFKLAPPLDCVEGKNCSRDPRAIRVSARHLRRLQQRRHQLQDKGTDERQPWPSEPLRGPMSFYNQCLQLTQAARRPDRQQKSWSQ
# * hit, by the source's call; i = inactive; . = no result given.
SMILES,proKLK7 act,UHRF1 MBD2 ctr,DDE Tn7 FP inh,PLCg1 inh,ARFGAP1 inh,PLCb3 inh,ASAP1 inh,DDE Tn6 FP inh,NR1D1 modulator,HGIII-sPLA2 inh
COc1ccc(NC(=S)NNC(=O)OC(C)(C)C)cc1OC,-0.1,-4.2,-5.0,3.1,-6.7,2.9,2.7,-6.4,-1.0,6.4
CCCCOc1ccc(-c2nnn(CC(=O)c3c[nH]c4ccccc34)n2)cc1,-0.1,-2.3,-3.5,3.1,3.2,0.5,-6.3,1.9,4.0,-1.0
CCOc1ccc(NC(=O)CCSc2ccc(C)cc2)cc1,0.1,0.0,-1.3,-0.8,11.4,-2.2,2.1,0.6,1.4,-6.8
COC(=O)[C@]12C[C@H](CC(=O)NCc3cccc4ccccc34)C(=O)N(Cc3ccccc3)C1=C[C@H](COCc1ccccc1)O[C@@H]2C,0.7,-2.5,-2.4,1.1,.,0.5,.,3.3,0.5,-13.5
COc1cc(NC(=O)c2cc3cccc(OC)c3o2)cc(C(=O)Nc2cccc(C(F)(F)F)c2)c1,-0.8,0.6,5.9,1.1,6.2,1.7,6.9,-7.7,4.0,-5.1
CC(Oc1ccccc1)C(=O)NNS(=O)(=O)c1ccc([N+](=O)[O-])cc1 (stereo unspecified),0.2,18.8,0.7,1.2,3.1,-1.5,-5.3,6.5,-0.2,15.4
CCCCOc1ccc(CSc2nc(C)[nH]c2[N+](=O)[O-])cc1[N+](=O)[O-],0.6,-0.4,3.3,-0.2,10.6,-4.7,-10.7,-6.2,12.7,-30.6
CCCN(C(=O)c1cccc(S(=O)(=O)N2CCN(C)CC2)c1)c1c(N)n(Cc2ccccc2)c(=O)[nH]c1=O,-0.1,5.8,4.3,-2.0,-4.1,-10.9,-12.0,-9.9,-2.8,13.5
CCc1ccc(-c2cc(C(=O)O)c3ccccc3n2)s1,66.0*,2.9,4.9,i,10.3,i,-6.8,-7.0,-5.4,5.4
Cc1nn(-c2ccccc2)c(Cl)c1C1C(C#N)=C(N)OC2=C1C(=O)CC(C)(C)C2 (stereo unspecified),0.0,-3.1,-6.9,3.6,4.0,2.5,4.9,9.6,0.5,-3.9
O=[N+]([O-])c1cc(F)c(N2CCOCC2)cc1N1CCCCC1,-0.8,-2.0,4.5,3.5,0.9,1.3,0.3,-2.6,3.6,9.1
COc1cccc(NC(=O)COC(=O)c2ccc3c(c2)OCCO3)c1,-0.2,3.9,-0.5,-1.3,2.8,-9.6,5.6,4.5,3.2,-4.9
COc1ccc(CCNC(=O)c2ccc(CS(=O)(=O)c3ccc(Br)cc3)o2)cc1OC,0.1,-1.4,0.8,0.3,4.5,1.6,-19.0,-1.6,6.6,-7.2
COC(=O)c1sc(S(=O)(=O)N2CCN(c3ccc(OC)cc3)CC2)c(C(=O)OC)c1C,-0.1,-1.1,-1.6,-1.6,-10.7,5.4,17.6,-4.9,1.9,5.0
Nc1[nH]c(C(=O)c2ccc(Cl)cc2)c(-c2ccc(Br)cc2)c1C(=O)NCc1ccc(Cl)cc1Cl,-0.3,1.2,-1.6,-3.6,-0.6,-2.4,4.3,3.1,0.5,-0.7
O=C(Nc1cccc(C(=O)N2CCCCC2)c1)C1CCCCC1,0.4,-1.8,-0.8,0.2,5.1,0.0,3.5,3.9,-9.2,9.8
Cc1ccc(NC(=O)COC(=O)C2CC2(Cl)Cl)cc1C (stereo unspecified),0.1,1.5,-4.1,-2.2,-8.8,-0.9,-1.1,3.4,0.9,-4.3
COc1ccc(C(=O)N2c3ccccc3CC2C)cc1OC (stereo unspecified),-0.4,-4.4,5.4,-2.2,1.8,2.9,-1.1,-0.6,-0.7,-2.7
Cc1onc(-c2c(Cl)cccc2Cl)c1C(=O)NCc1ccco1,0.4,-0.3,0.1,-3.3,-3.7,1.5,-5.2,-7.4,0.0,-1.5
C#CCNC(=O)C[C@@H]1C[C@@]2(C(=O)OC)CCCCC=C2N(Cc2ccc(Cl)cc2Cl)C1=O,0.7,-2.4,-9.8,-1.3,3.1,0.8,-2.4,-4.8,-0.9,-2.4
C=C(C)COc1ccc(-c2ncncc2-c2ccccc2OC)c(O)c1,0.1,-1.1,6.3,-0.4,2.7,-8.1,-3.8,2.5,7.6,-14.9
N#Cc1nc(COc2cccc(Cl)c2)oc1NCCN1CCOCC1,-0.3,-1.2,0.8,-3.0,15.5,-14.2,-4.7,10.2,-0.5,4.5
C=CCONC(=O)c1cc(OCC(F)(F)F)ccc1OCC(F)(F)F,-0.3,-3.2,4.5,2.8,-5.4,3.3,-6.3,7.5,8.5,-5.0
CC(Cc1ccccc1)C(=O)N[C@@H](CO)Cc1ccccc1 (stereo partly specified),0.2,3.1,2.8,5.1,-2.4,8.0,-2.3,0.8,1.4,11.5
O=C(COC(=O)c1ccc(Br)o1)NCc1ccc(F)cc1,-0.4,0.1,1.2,3.8,19.1,-3.1,8.2,10.2,-4.4,-0.9
CC1CCCCN1S(=O)(=O)CCNC(=O)c1ccccc1 (stereo unspecified),-0.8,-2.8,-1.7,6.2,5.4,-1.2,-8.6,1.1,-0.3,1.0
Cc1ccc([N+](=O)[O-])cc1N=C(c1ccc([N+](=O)[O-])cc1)N1CCOCC1,-0.3,0.7,1.9,-0.3,-11.9,1.9,-3.0,1.9,6.3,-1.8
COc1cccc(NC(=S)Nc2ccc(Br)cc2Cl)c1,-0.8,2.0,0.9,3.4,6.0,-3.4,-8.6,-8.2,0.2,6.0
O=Cc1ccccc1-c1cn(CCCOCc2ccccc2)nn1,0.1,-1.7,-3.5,0.3,-17.2,2.5,10.8,-6.0,2.6,3.0
C=CCNC(=O)CSc1nnc(-c2cccc(S(=O)(=O)N3CCOCC3)c2)o1,0.3,-2.3,-1.1,1.4,12.3,1.8,0.2,3.9,0.9,1.6
CCCn1c(=O)c2ccccc2n2c(SCCOc3ccc(Cl)cc3)nnc12,-0.8,5.2,10.1,-3.1,3.3,-0.3,-10.4,3.0,1.2,8.5
Cc1ccc2[nH]cc(CCNC(=O)c3ccc([N+](=O)[O-])cc3)c2c1,-0.5,0.6,-2.4,3.5,-10.6,2.1,11.5,-4.8,2.4,-65.9
Cc1ccc(N2C(=O)c3ccccc3C2=O)cc1Cl,-0.7,2.9,-1.2,2.8,6.2,2.5,5.8,4.9,-5.8,5.7
O=C(NN1C(=O)c2ccccc2NC1c1ccco1)c1ccccc1 (stereo unspecified),1.3,1.4,-3.5,-51.0,5.2,-75.2,-0.2,-0.8,-4.9,2.5
Cc1ccc(S(N)(=O)=O)cc1NC(=O)/C=C/c1cccs1,0.3,-7.1,-0.4,8.0,6.8,1.2,8.7,3.3,-4.3,-2.2
O=C(CCc1nc2sc3c(c2c(=O)[nH]1)CCCC3)NCCc1ccc(F)cc1,0.1,-0.1,5.1,-10.5,-7.5,-25.0,17.0,1.2,4.0,-5.1
O=C(CC1SC(=O)N(c2ccccc2)C1=O)Nc1cccc2ccccc12 (stereo unspecified),-1.4,-2.0,0.5,1.4,4.7,-5.9,-4.6,8.6,-0.5,-9.7
C/C(CC(=O)Nc1ccc(C)c(Cl)c1)=N\NC(=O)Cc1ccccc1,-0.3,4.0,-3.3,1.7,9.4,-4.0,6.4,-7.7,-4.6,-25.7
COC(=O)C1CSC(C(=O)OC)N1C(=O)CN1CCN(c2ccc(OC)cc2)CC1 (stereo unspecified),0.6,-2.7,-2.1,2.7,5.6,3.3,3.1,1.3,-0.2,2.8
CCOC(=O)N1CCN(C(=O)COC(=O)c2cc(Cl)c(O)c(Cl)c2)CC1,0.2,0.7,-2.2,0.2,-1.6,-4.8,-0.3,-1.9,-10.2,-4.7

# Another view of part of the listing above.
# Below each SMILES – proKLK7 act, UHRF1 MBD2 ctr, DDE Tn7 FP inh, PLCg1 inh, ARFGAP1 inh, PLCb3 inh, ASAP1 inh, DDE Tn6 FP inh, NR1D1 modulator, HGIII-sPLA2 inh
N#Cc1nc(COc2cccc(Cl)c2)oc1NCCN1CCOCC1
→ -0.3, -1.2, 0.8, -3.0, 15.5, -14.2, -4.7, 10.2, -0.5, 4.5
C=CCONC(=O)c1cc(OCC(F)(F)F)ccc1OCC(F)(F)F
→ -0.3, -3.2, 4.5, 2.8, -5.4, 3.3, -6.3, 7.5, 8.5, -5.0

# Further compounds follow.
SMILES,proKLK7 act,UHRF1 MBD2 ctr,DDE Tn7 FP inh,PLCg1 inh,ARFGAP1 inh,PLCb3 inh,ASAP1 inh,DDE Tn6 FP inh,NR1D1 modulator,HGIII-sPLA2 inh
O=C(CN(c1ccc(F)cc1)S(=O)(=O)c1ccccc1)NCc1ccco1,0.5,-0.7,6.7,-0.9,5.3,0.3,11.2,1.9,0.5,-1.9
CCc1ccc(CCNC(=O)OCCCN2CCC3(CCC(C)CC3)C2=O)cc1 (stereo unspecified),0.4,0.1,4.5,-0.8,.,2.0,.,-4.1,7.1,-7.5
CC1CC(C)(C)n2c(O)c(N=NC(N)=S)c3cccc1c32 (stereo unspecified),0.6,-0.7,4.4,0.8,-3.9,-9.6,9.1,4.8,-0.1,8.7
Cc1ccc(C(=O)NCC(c2ccco2)N2CCc3ccccc3C2)cc1C (stereo unspecified),0.4,0.3,10.3,-2.3,0.9,-2.2,-6.2,-14.2,-3.9,-3.5
O=C(O)c1cccnc1SCc1ccccc1Cl,-0.1,3.0,-0.9,-0.9,-3.7,-7.3,0.3,2.2,3.4,1.9
CCCCCCOc1cccc(N)c1,-0.3,-2.9,-3.6,1.3,2.5,0.4,12.2,3.2,1.6,3.8
Cc1cc(C(=O)CCC(=O)N(C)CC(=O)Nc2c(Cl)cccc2Cl)c(C)s1,0.6,-0.7,4.8,-1.5,-3.4,-5.6,1.6,-0.5,-1.5,2.3
COc1cc(OC)c(/C=N/NC(=O)Cn2nc([N+](=O)[O-])cc2C)c(OC)c1,5.2,4.8,4.2,-4.4,1.0,-4.8,6.3,-0.1,0.5,12.1
CCOc1ccc(NS(=O)(=O)c2ccc(C(=O)NCCCN3CCCC3=O)cc2)cc1,0.5,-1.3,-1.9,4.5,1.2,-1.5,0.1,-7.7,-8.4,-5.9

# High-throughput results as filed in PubChem.
